Source: PubChem (National Center for Advancing Translational Sciences (NCATS))
Pin1 inh = blocks the human prolyl isomerase Pin1. Pin1 FP peptide displacement, HiFluor488, 10 min. AID 504891. Q13526. 0.009% of 390,000 active. Potency, µM (titrated, usually from 115 µM), for inactives: top-dose activity, negative = inhibition, actives largely listed as inhibitors; active means well fitted inhibition curve with a large enough effect in the polarisation, with a control signal flat, not every such curve was filed as active; inconclusive means small, poorly fitted or top-dose-only effect, or effect the other way, or a change in a side signal; inactive means no such curve, though single readings can be large or run the other way; the % refers to the polarisation; further: on the % scale 0 is the no-effect control and ±100 the full control effect
Target sequence (Q13526 whole entry, looked up): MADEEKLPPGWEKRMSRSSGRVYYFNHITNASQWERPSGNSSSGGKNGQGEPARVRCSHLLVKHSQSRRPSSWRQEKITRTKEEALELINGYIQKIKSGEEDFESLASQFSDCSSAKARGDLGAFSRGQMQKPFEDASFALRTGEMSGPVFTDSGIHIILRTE
JMJD2A Tudor inh = blocks the human JMJD2A Tudor domain; O75164; AlphaScreen JMJD2A-Tudor / H3K4me3 peptide binding; Potency, µM (top dose mostly 114 µM), for inactives: at the top dose activity change, negative = inhibition, hits mostly inhibitors; 4.4% of 390,000 active; further: on the % scale 0 is the no-effect control and ±100 the full control effect; nearly all actives have a fitted effect of over 50% in size
POLI inh = inhibitors of human DNA polymerase iota; Q9UNA4; Pol iota fluorescent replication assay, 10 min; Potency, µM (top dose mostly 115 µM), for inactives: at the highest dose activity, negative = inhibition, most hits filed as inhibitors; 1% of 390,000 active; AID 588590
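Fluorescent replication assay read twice, at 0 min and 10 min after adding 50 nM (final) substrate. Enzyme (10 nM) and compounds were first incubated 15 min at room temperature; enzyme-free buffer wells were negative controls.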
HP1b binding inh = HP1-beta chromodomain-methylated histone interaction inhibition; 0.56% of 390,000 active; Potency, µM (top dose mostly 114 µM), inactives show top-dose activity change, negative = inhibition, usual class: inhibitors; P83916; AlphaScreen HP1-beta / biotin-H3K9me3 peptide binding; further: nearly all actives have a fitted effect of over 70% in size; inactives centre near 23
Target sequence (P83916 whole entry, looked up): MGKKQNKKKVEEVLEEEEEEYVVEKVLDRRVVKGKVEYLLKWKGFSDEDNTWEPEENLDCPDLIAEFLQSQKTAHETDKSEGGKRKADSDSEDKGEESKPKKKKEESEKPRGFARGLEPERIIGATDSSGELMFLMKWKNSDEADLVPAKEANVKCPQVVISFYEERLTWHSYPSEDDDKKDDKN
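Compound inhibition of the preformed complex between 50 nM HP1-beta and 50 nM biotinylated H3K9me3 peptide was read by AlphaScreen. Buffer was PBS pH 7.4 with 0.01% Tween-20. Incubations ran 30 min at room temperature, with 10 ug/mL donor/acceptor beads.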
BAZ2B inh = BAZ2B (human) inhibition; AlphaScreen BAZ2B-H3K14Ac peptide displacement; Potency, µM (titrated, usually from 114 µM), without a hit: top-dose activity change, negative = inhibition, most hits filed as inhibitors; 4.4% of 360,000 active; AID 504333; further: on the % scale 0 is the no-effect control and ±100 the full control effect; nearly all actives have a fitted effect of over 60% in size
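AlphaScreen displacement of biotin-H3(5-23)K14Ac peptide (50 nM final) from BAZ2B (50 nM final) in PBS pH 7.4, 0.01% Tween-20; complex preformed 30 min RT, then compounds (top 110 uM) 30 min RT, beads 20 min dark.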
PGK inhibitor = blocks T. brucei phosphoglycerate kinase; AID 602233; 0.043% of 380,000 active; Potency, µM (doses to about 57.5 µM), for inactives: at the highest dose activity change, negative = inhibition, most hits filed as inhibitors; PGK/GAPDH coupled, Kinase-Glo luminescence, 60 min; further: on the % scale 0 is the no-effect control and ±100 the full control effect; nearly all actives have a fitted effect of over 60% in size
Target sequence (P07378 whole entry, looked up): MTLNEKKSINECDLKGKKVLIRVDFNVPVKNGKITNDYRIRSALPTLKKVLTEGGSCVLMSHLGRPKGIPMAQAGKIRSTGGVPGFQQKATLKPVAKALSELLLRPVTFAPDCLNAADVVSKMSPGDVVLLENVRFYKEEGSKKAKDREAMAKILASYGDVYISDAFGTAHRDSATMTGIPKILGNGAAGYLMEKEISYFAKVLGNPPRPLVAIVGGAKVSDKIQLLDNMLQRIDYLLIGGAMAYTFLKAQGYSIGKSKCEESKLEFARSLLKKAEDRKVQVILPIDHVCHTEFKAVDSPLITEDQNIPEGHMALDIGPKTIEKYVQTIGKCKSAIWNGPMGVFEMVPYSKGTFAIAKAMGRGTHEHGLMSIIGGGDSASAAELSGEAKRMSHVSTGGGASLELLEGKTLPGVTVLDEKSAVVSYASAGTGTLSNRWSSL
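Luminescent ATP detection (Kinase-Glo Plus) follows a 60-minute room-temperature incubation, with wells lacking PGK as controls. Buffer: 100 mM TEA (pH 7.6), 5 mM MgCl2, 0.01% Tween-20. Coupling enzyme GAPDH (100 nM final) supplies unstable 1,3-BPG in-well.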
G9a block = blocks human histone lysine methyltransferase G9a. Potency, µM (series often up to 102 µM), inactives show at the top dose activity, negative = inhibition, actives largely listed as inhibitors. Q96KQ7. G9a H3K9 monomethylation, AlphaScreen, 2 h. AID 504332. 8.8% of 350,000 active; further: on the % scale 0 is the no-effect control and ±100 the full control effect; nearly all actives have a fitted effect of over 75% in size
Target sequence (Q96KQ7 913-1193 limits assumed): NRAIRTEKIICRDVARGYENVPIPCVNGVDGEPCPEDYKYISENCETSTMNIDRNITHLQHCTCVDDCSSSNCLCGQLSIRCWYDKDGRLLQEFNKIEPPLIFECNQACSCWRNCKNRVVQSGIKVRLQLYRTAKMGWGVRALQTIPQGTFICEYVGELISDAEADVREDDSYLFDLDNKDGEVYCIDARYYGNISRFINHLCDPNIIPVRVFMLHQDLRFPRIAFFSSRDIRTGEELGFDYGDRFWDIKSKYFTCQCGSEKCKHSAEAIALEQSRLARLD
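Step 1: enzyme (final 20 nM) with compound, 15 min RT. Step 2: substrate peptide 500 nM and SAM 20 uM, 2 h RT. Step 3: anti-H3K9me1 antibody and AlphaScreen beads, 10 min, then plate read.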
GLS inh = glutaminase GLS (human) inhibition; O94925; Potency, µM (highest dose often 45.5 µM), for the others: top-dose activity change, negative = inhibition, most hits filed as inhibitors; 0.21% of 410,000 active; GLS enzymatic activity, qHTS titration; AID 624170; further: on the % scale 0 is the no-effect control and ±100 the full control effect
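Enzyme dispensed in phosphate buffer (45 mM, pH 8.2, 0.02% Tween-20), compounds pinned in, then 1 mM L-glutamine solution and the glutamate oxidase–HRP–Amplex Red mix added; fluorescence read immediately and again after 30 min at room temperature.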
BLM helicase inh = inhibitors of human Bloom syndrome helicase BLM; recombinant BLM DNA unwinding, fluorescence dequenching; Potency, µM (doses to about 56.1 µM), without a hit: top-dose activity change, negative = inhibition, usual class: inhibitors; P54132; 0.2% of 350,000 active;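 further: plate controls were vehicle for no effect and no enzyme for full effect; nearly all actives have a fitted effect of over 35% in size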
* = called active by the depositor; i = inactive; ? = inconclusive; / = no result given; [ ] = dose if it differs, or a comment. Unless noted, the call rests on the fitted dose curve; in most records, active means well fitted curve in the direction sought with a large enough effect; inconclusive means small, poorly fitted or top-dose-only effect, or another doubt; inactive means no such curve, though single readings can be large; an effect the other way counts as inactive or inconclusive. Potency means the concentration at half of the fitted maximal effect. This is a subset; count on the stated rates, not on these rows.

entry	Structure	GLS inh	BAZ2B inh	HP1b binding inh	POLI inh	PGK inhibitor	G9a block	Pin1 inh	JMJD2A Tudor inh	BLM helicase inh
1	CC(c1ccccc1)N1CCc2[nH]c(=S)[nH]c(=O)c2C1 (configuration not stated)	-25%	1%	53%[activator]	9%	i	40µM*	1%	-3%	-7%
2	O=C(CCS(=O)(=O)Cc1ccccc1)Nc1nncs1	13%	3%	10%	29%	5%	45µM*	4%	-1%	-4%
3	COC(=O)c1ccc(CSc2nc3c([nH]c4ccccc43)c(=O)n2-c2ccc(OC)cc2)o1	-12%	3%	13%[57 µM]	1%	0%	14%[59 µM]	?	-7%	-2%
4	COc1cccc(CNC(=O)c2ccc(CS(=O)Cc3ccc(C)cc3)o2)c1 (configuration not stated)	0%	-2%	35%[activator]	-23%	1%	14%	1%	-12%	2%
5	CCOC(=O)N1CCN(C(=O)c2c(C)nn(-c3cccc(C)c3)c2-n2cccc2)CC1	5%	-19%	40%[activator]	7%	9%	-11%[59 µM]	-7%	-20%	-1%
6	Cc1ccc(OCCC(=O)Nc2ccc(C)c(S(=O)(=O)N3CCOCC3)c2)cc1	0%	3%	54%[activator]	12%	-9%	-4%[12.7 µM]	0%	8%	/
7	CCN(CC(=O)Nc1ccc2c(c1)OCCO2)C(=O)c1cc(Cl)nc2ccccc12	-8%	11%	27%	15%	0%	21%[12.7 µM]	2%	-24%	/
8	Cc1c(OCC(=O)N2C[C@H]3C[C@@H](C2)c2cccc(=O)n2C3)ccc2c3c(c(=O)oc12)CCC3	1%	?	70%[activator]	46%[activator]	i	2%	0%	-17%	-8%

An excerpt from above in order of length of the SMILES, ascending:
entry	Structure	GLS inh	BAZ2B inh	HP1b binding inh	POLI inh	PGK inhibitor	G9a block	Pin1 inh	JMJD2A Tudor inh	BLM helicase inh
2	O=C(CCS(=O)(=O)Cc1ccccc1)Nc1nncs1	13%	3%	10%	29%	5%	45µM*	4%	-1%	-4%
4	COc1cccc(CNC(=O)c2ccc(CS(=O)Cc3ccc(C)cc3)o2)c1 (configuration not stated)	0%	-2%	35%[activator]	-23%	1%	14%	1%	-12%	2%
8	Cc1c(OCC(=O)N2C[C@H]3C[C@@H](C2)c2cccc(=O)n2C3)ccc2c3c(c(=O)oc12)CCC3	1%	?	70%[activator]	46%[activator]	i	2%	0%	-17%	-8%

Remaining list, next part:
entry	Structure	GLS inh	BAZ2B inh	HP1b binding inh	POLI inh	PGK inhibitor	G9a block	Pin1 inh	JMJD2A Tudor inh	BLM helicase inh
9	Cc1cccn2c(=O)c(C=O)c(Nc3ccc(S(N)(=O)=O)cc3)nc12	-5%	6%	32%	82%[activator]	i	-13%	1%	-5%	1%
10	CC(=O)N1CC(C)Oc2ccc(S(=O)(=O)NC(CC(=O)O)c3ccc(C)cc3C)cc21 (configuration not stated)	18%	-2%	22%[57 µM]	4%	i	79µM*	-1%	2%	1%
11	CC(=O)Nc1ccc(S(=O)(=O)N2CCN(C(=O)c3ncoc3-c3ccc(C)cc3)CC2)cc1	2%	-5%	18%	119%[activator]	i	-2%	-6%	-3%	-1%
12	COC(=O)c1ccc(CSc2nnc(NC(C)C)s2)o1	-8%	-3%	47%[activator]	23%	-6%	-9%	2%	-11%	0%
13	Cn1c(C(=O)N[C@@H](Cc2ccccc2)C(=O)O)cc2cc(Cl)ccc21	32%	-10%	8%	100%[activator]	-11%	4%	?	-9%	0%
14	Cc1ccc(NC(=O)OCCN2CCN(S(=O)(=O)c3ccc(C)cc3)CCC2=O)cc1	-7%	-1%	46%[activator]	33%[activator]	-6%	11%[59 µM]	-6%	-7%	2%[75.6 µM]
15	COc1ccc(OC)c(C2/C(=C(/O)c3cnn(-c4ccccc4)c3C)C(=O)C(=O)N2CCN(C)C)c1 (configuration not stated)	0%	50µM*	25%	-22%	0%	?	-12%	-4%	3%
16	CCCN(CCC)C(=O)Cn1c(=O)n(CCCCC(=O)NC2CCCC2)c(=O)c2ccccc21	-4%	-4%	22%	-12%	i	4%[59 µM]	3%	-2%	3%
17	CC(C)C(=O)Nc1cccc(C(=O)N2CCCCC2C)c1 (configuration not stated)	14%	9%	27%	-9%	-1%	-1%	3%	4%	1%
18	Cc1ccc(O)c(/C=N/NC(=O)c2[nH]ncc2Br)c1	-6%	6%	43%[activator]	24%	-13%	53%[activator][59 µM]	-5%	-1%	-6%
19	CC(NC(=O)NC(=O)c1ccc(F)cc1)C1CC1 (configuration not stated)	-8%	/	34%	-2%	-5%	/	1%	13%	/
20	Cc1nnc(SCC(=O)Nc2cccc(N)c2)n1-c1ccccc1	1%	1%	-8%	125%[activator]	-3%	11%	-2%	-25%[57.1 µM]	-3%
21	O=C(CSc1nc2c(cnn2-c2ccccc2)c(=O)[nH]1)N1N=C(c2cccs2)CC1c1ccc(F)cc1 (configuration not stated)	18%	-26%	7%	10%	-2%	28µM*	3%	-11%	1%
22	O=C(COC(=O)C1=COCCO1)Nc1cccc(Oc2ccccc2)c1	-6%	10%	28%	5%	-9%	-11%[59 µM]	?	-2%	-5%
23	Cc1ccc(NC(=O)Cn2c(=O)ccc3cc(S(=O)(=O)N4CCC(C)CC4)ccc32)c(C)c1	-11%	-4%	-4%[57 µM]	-25%	i	-11%[59 µM]	21%	-12%	-4%
24	Cc1ccc(Cn2c(CCCNC(=O)C3CCCCC3)nc3ccccc32)cc1	-24%	-12%	24%	24%	-2%	-39%[59 µM]	8%	-22%	-8%
25	CCOCCCNC(=S)N1C2CCC1CC(NC(=O)NC1CCCCC1)C2 (configuration not stated)	-1%	-1%	9%	40%[activator]	-10%	3%[59 µM]	3%	-10%	0%
26	COc1ccc(C(=O)Nc2nncs2)cc1S(=O)(=O)N1CC(c2ccccc2)CC1=O (configuration not stated)	6%	4%	55%[activator]	-7%	-5%	50µM*	1%	-13%	-3%
27	CCN(C(=O)COC(=O)CCC(=O)c1ccccc1)c1c(N)n(Cc2ccccc2)c(=O)[nH]c1=O	-6%	5%	37%	18%	i	-2%[12.7 µM]	9%	0%	/
28	O=C1CC(N2CCN(Cc3ccc(Cl)cc3)CC2)C(=O)N1CCc1ccccc1 (configuration not stated)	-4%	-18%	32%	22%	-5%	3%	4%	-13%	-2%
29	O=C(Cn1cnc2cc([N+](=O)[O-])ccc2c1=O)N1CCN(S(=O)(=O)c2ccccc2)CC1	-11%	/	4%[57 µM]	34%[activator]	i	/	-5%	-26%	/
30	O=C(c1ccccc1)N1CCN(CC(O)COc2ccc(Br)cc2)CC1 (configuration not stated)	-9%	-27%	41%[activator]	4%	-2%	4%	5%	-3%	-1%
31	CN(C)C(=O)Cn1c(=O)n(S(=O)(=O)c2ccccc2)c2ccccc21	6%	9%	13%	8%	7%	/	-16%	-3%	-9%
32	C=CCOC(=O)/C(=C\C=C\c1ccccc1)NC(=O)c1ccccc1	1%	-4%	37%	29%	1%	?	-3%	-19%	-9%
33	O=C1c2ccc([N+](=O)[O-])cc2S(=O)(=O)N1Cc1ccccc1	-8%	?	?	30%[activator]	7%	11µM*	-1%	?	-4%
34	Nc1ccc(Sc2cnn(-c3ccccc3)c(=O)c2Cl)cc1	-9%	-28%	19%	-2%	-10%	32%[12.7 µM]	12%	-18%	-3%
35	O=C(CCCn1c(SCc2cc(=O)n3ccccc3n2)nc2ccccc2c1=O)NCC1CCCO1 (configuration not stated)	-4%	-10%	26%	36%[activator]	-1%	-11%[59 µM]	-2%	-15%	1%
36	C=CCNC(=S)NNC(=O)COc1ccc(Cl)cc1Cl	-4%	10%	1%	2%	i	10µM*	-6%	?	2%
37	CC(C)Oc1ccc(CNC(=O)c2cnc3sc(N4CCCC4)nn3c2=O)cc1	3%	-9%	5%	31%[activator]	-1%	15%[59 µM]	1%	-1%	-4%
38	COc1cccc(C(=O)N2CCC(C(=O)Nc3cccc(Cl)c3)CC2)c1	-3%	-1%	34%	32%[activator]	-15%	5%[59 µM]	-1%	0%	-2%
39	CCn1nc(-c2ccccc2)c(-c2ccccc2)c(C(=O)Nc2ccc(S(N)(=O)=O)cc2)c1=O	3%	-17%	5%	11%	-7%	?	-13%	-27%	2%
40	CC(C)(C)c1ccc(NC(=O)COC(=O)C2(C)CC2(Cl)Cl)cc1 (configuration not stated)	-2%	8%	36%	-3%	-1%	3%	-10%	-7%	-15%
41	CC(=O)c1ccc(N2CCN(C(=O)c3ccc4ccccc4n3)CC2)cc1	2%	-9%	26%	10%	14%	0%	2%	-12%	1%
42	C=CCOc1ccc(/C=N/O)cc1Cl	9%	10%	6%	22%	-3%	6%[59 µM]	-4%	-3%[57.1 µM]	-2%
43	Cc1ccc(NC(=O)c2cccc(NC3=NC4CS(=O)(=O)CC4S3)c2)cc1 (configuration not stated)	-2%	?	49%[activator]	0%	0%	/	5%	6%	1%
44	COc1cccc(NS(=O)(=O)c2ccc3c(c2)CCCN3C(C)=O)c1	9%	9%	20%	-34%	/	19%[12.7 µM]	-4%	-12%	-2%
45	COC(C[C@H](O)CC(=O)[C@@H](C)OCc1ccccc1)OC	2%	/	26%	-15%	-3%	/	-4%	-3%	/
46	CN(C)C1=NCC(CSC(=N)N)S1 (configuration not stated)	11%	-7%	52%[activator]	-9%	5%	18%[59 µM]	-3%	-4%	-1%
47	O=C(Cc1cccs1)Nc1ccccc1F	-14%	-1%	38%	108%[activator]	4%	7%	-1%	7%	-2%
48	O=C(Cc1ccc(Cl)cc1)NCCc1ccc(F)cc1	0%	/	47%[activator]	-8%	i	/	0%	-8%	/
49	c1ccc(Cn2ncc3c(N4CCCCC4)ncnc32)cc1	1%	-38%	32%[activator]	4%	-5%	?	3%	-35%	0%
50	COc1ccc(CCNC(=O)CCc2c(C)nc3c4cccnc4nn3c2C)cc1OC	10%	-4%	30%	18%	i	-2%[59 µM]	-9%	-15%	-1%
51	COc1cc(C(=O)NCCc2cn3ccccc3n2)cc(OC)c1OC	0%	1%	27%	-10%	6%	-1%	0%	-13%	1%
